GLD-1 TGE inh = GLD-1/TGE RNA complex disruptors, primary screen, biochemical, fluorescence polarization. 0.44% of 320,000 active. purified GLD-1 + fluorescein TGE RNA. inhibition, % at 5.96 µM. AID 2280, 2010;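 active = percent inhibition above a per-plate cutoff, the plate mean of test compounds plus 3 SD, cut at about 30% in these data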;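 note: 0% = DMSO wells with GLD-1 and probe and 100% = wells lacking GLD-1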
AGP1 TOR yeast = modulators of AGP1-GFP expression in yeast TOR pathway, primary screen, cell-based, multiplex flow cytometry, S. cerevisiae, MLPCN library; 3 h; GFP as percent of DMSO wells; GFP response vs DMSO, % at 10 µM; 0.02% of 320,000 active; AID 2066, 2009;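 active = GFP response relative to DMSO above a set limit, near screen average plus 3 SD, cut at about 150% in these data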;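 note: median GFP channel fluorescence of the gated AGP1 strain per well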
Bcl-xL primary = inhibitors of human Bcl-xL, primary screen, biochemical, fluorescence polarization, HTS; AID 2129, 2009; Bcl-2-like protein 1 (Homo sapiens), Q07817; GST-Bcl-xL / FITC-Bim BH3 peptide fluorescence polarization; inhibition, % at 10.9 µM; 0.7% of 320,000 active;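 active = inhibition above the mean of all tested compounds plus 3 SD, cutoff set per campaign, cut at about 30% in these data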;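 note: 0% = DMSO wells and 100% = unlabeled Bim-BH3 peptide competitor; inhibitors lower millipolarization by displacing the labeled peptide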
Fam108B counter = mouse Fam108B serine hydrolase inhibitors, primary screen, counter-screen for RBBP9 inhibitor project, biochemical, fluorescence polarization; recombinant Fam108B, FP-Rh probe fluorescence polarization; inhibition, % at 9.51 µM; 0.33% of 300,000 active;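 active = inhibition above the screen mean inhibition plus 3 SD, computed separately per campaign, cut at about 18% in these data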;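 note: inhibitors lower polarization as less probe binds the enzyme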
VLA-4 inh = inhibition in human VLA-4 binding assay, primary screen, VLA-4 allosteric modulator project, MLPCN library, flow cytometry, VLA-4 expressing cells; ligand binding flow cytometry; inhibition, % (about 7 µM as worked out from the volumes in the protocol); 0.2% of 330,000 active; AID 2557, 2010; in the data active = inhibition above about 50%
Target sequence (P13612 whole entry, looked up): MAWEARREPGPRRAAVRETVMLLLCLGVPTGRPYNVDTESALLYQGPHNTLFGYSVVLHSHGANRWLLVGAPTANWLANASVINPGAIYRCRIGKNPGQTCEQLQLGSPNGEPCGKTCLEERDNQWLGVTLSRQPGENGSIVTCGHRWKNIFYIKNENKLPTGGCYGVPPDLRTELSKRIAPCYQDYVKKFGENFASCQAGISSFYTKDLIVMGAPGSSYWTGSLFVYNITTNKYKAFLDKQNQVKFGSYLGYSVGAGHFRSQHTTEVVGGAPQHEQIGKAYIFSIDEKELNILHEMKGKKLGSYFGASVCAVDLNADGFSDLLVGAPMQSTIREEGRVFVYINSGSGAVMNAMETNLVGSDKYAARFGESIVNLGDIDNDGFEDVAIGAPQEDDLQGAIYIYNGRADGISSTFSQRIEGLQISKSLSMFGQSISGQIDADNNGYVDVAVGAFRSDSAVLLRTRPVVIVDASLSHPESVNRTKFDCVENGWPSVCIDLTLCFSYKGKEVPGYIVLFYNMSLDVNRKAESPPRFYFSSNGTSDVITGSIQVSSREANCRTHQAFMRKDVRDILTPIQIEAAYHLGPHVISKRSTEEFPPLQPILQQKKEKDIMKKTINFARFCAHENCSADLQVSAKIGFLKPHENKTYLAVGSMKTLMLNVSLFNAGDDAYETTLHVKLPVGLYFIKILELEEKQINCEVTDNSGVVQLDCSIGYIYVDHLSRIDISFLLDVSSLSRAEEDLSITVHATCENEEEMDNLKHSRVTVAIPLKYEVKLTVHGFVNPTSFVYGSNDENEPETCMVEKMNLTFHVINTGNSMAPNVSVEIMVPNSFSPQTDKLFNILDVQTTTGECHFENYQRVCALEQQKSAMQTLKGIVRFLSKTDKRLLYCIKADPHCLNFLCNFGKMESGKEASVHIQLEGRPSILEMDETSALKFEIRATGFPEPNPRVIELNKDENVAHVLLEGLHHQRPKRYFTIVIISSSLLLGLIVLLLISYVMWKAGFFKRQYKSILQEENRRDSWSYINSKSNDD
MCL1 BIM primary = inhibitors of MCL1 binding to BIM-BH3, primary screen, biochemical, fluorescence polarization; Induced myeloid leukemia cell differentiation protein Mcl-1 (Homo sapiens), Q07820; GST-MCL1 / FITC-Bim-BH3 fluorescence polarization; inhibition, % at 10.9 µM; 0.68% of 320,000 active;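 active = inhibition above the mean inhibition of all tested compounds plus 3 SD, set per campaign, cut at about 40% in these data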;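 note: 0% = DMSO wells and 100% = unlabeled Bim-BH3 peptide control; higher means more loss of mP so more displacement of Bim peptide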
MEX-5 binding = MEX-5 zinc finger RNA-binding disruptors – biochemical, C. elegans, fluorescence polarization, MLPCN library, primary screen | MEX-5/FITC-TCR2 RNA binding; hits give low values | activity score (negative = inhibition of binding), % at 10 µM | 0.38% of 300,000 active;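 active = inhibition past about -25% in most replicates, and total fluorescence under double the plate's negative control median, limit read from the data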;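 note: 0% = DMSO and -100% = 5 µM competing unlabeled TCR2 RNA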
GRK2 aptamer HTS = compounds blocking aptamer binding on GRK2 – biochemical, human GRK2, bead flow cytometry, HTS, primary screen; FAM-aptamer displacement from GRK2; 0.59% of 330,000 active; inhibition of aptamer binding, % at 10 µM; Beta-adrenergic receptor kinase 1 (Homo sapiens), P25098; AID 488847, 2010;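 active = inhibition of aptamer binding above 40%, roughly 3 SD of noise, on plates passing a quality check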;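 note: median bead fluorescence of bound FAM aptamer so fluorescent compounds give negative values; no value below 0 was filed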
CIT2 TOR yeast = modulators of CIT2-GFP expression in yeast, primary screen, S. cerevisiae, GFP fusion, multiplex flow cytometry, MLPCN library. S. cerevisiae CIT2-GFP strain, 3 h; 100 means same as DMSO wells. GFP response vs DMSO, % at 10 µM. 0.065% of 320,000 active. AID 2029, 2009;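 active = GFP response relative to DMSO above a set limit, near the screen mean plus 3 SD, cut at about 150% in these data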;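 note: ratio of well median GFP fluorescence to mean of DMSO wells on the plate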
Active calls of the source: *; / = no result given.

cpd	SMILES	AGP1 TOR yeast	GRK2 aptamer HTS	CIT2 TOR yeast	MEX-5 binding	Bcl-xL primary	MCL1 BIM primary	GLD-1 TGE inh	Fam108B counter	VLA-4 inh
1	Cc1occc1C(=O)Nc1nnc(C(F)(F)F)s1	103	2	102	1.1	-1	-12	1	-3	1
2	CCC(C)NC(=O)CSc1nnc(-c2ccc(Cl)cc2)n1N (centres undefined)	103	1	93	0.0	-5	-4	3	4	-2
3	O=C1CCCCN1CCC(=O)N1CCCC(N2CCN(c3ccccc3)CC2)C1 (centres undefined)	103	0	95	-1.6	1	5	5	-2	-108
4	CN(CC(=O)Nc1cccc(F)c1)C(=O)C1CC(=O)N(Cc2ccco2)C1 (centres undefined)	108	0	102	-0.6	4	3	5	4	-5
5	Cc1ccc(-c2nnc(SCC(=O)N/N=C/c3ccc(C(=O)O)cc3)n2C2CCCCC2)cc1	100	1	102	1.2	4	3	1	2	8
6	Cc1ccc(CS(=O)(=O)c2ncc(Cl)c(C(=O)Nc3nnc(C(C)C)s3)n2)cc1	112	0	107	0.5	5	5	3	3	2
7	COc1ccc(/C=N/OCC(=O)Nc2nc3ccccc3s2)cc1	86	0	79	1.3	1	1	3	9	-14
8	CCc1cc2c(=O)c(Oc3ccccc3F)c(C)oc2c(CN(C)C)c1O	88	0	71	-0.9	-1	-6	3	2	-13
9	Nc1nc(CN2CCCCCC2)nc(Nc2ccccc2)n1	/	0	90	1.2	3	4	-5	1	-1
10	COc1cccc(CNS(=O)(=O)c2c(C)[nH]c(C)c2C(=O)N2CCCC2)c1	93	0	93	1.4	5	2	1	2	3
11	NS(=O)(=O)c1ccc2nc(NC(=O)CS(=O)(=O)c3ccc(F)cc3)sc2c1	101	0	99	1.0	-3	-4	-11	-4	5
12	CCn1cc(SCC(=O)Nc2cc(C)on2)c2ccccc21	92	0	83	0.7	-5	3	0	0	14
13	COc1ccc(OC)c(CNC(=O)C2CCCN(C(=O)N(C)C)C2)c1 (centres undefined)	91	0	97	0.6	1	5	3	2	-8
14	CCOC(=O)c1nnc(-c2ccc(C)cc2)nc1Oc1ccc(Cl)cc1Cl	105	0	85	2.2	-2	-5	-6	-4	13
15	CN(C)C(=O)CN1C(=O)NC2(CCCc3ccccc32)C1=O (centres undefined)	98	2	98	0.5	-2	-6	4	2	1
16	Cc1nnc(NC(=O)c2ccc(S(=O)(=O)N3CC(C)OC(C)C3)cc2)o1 (centres undefined)	122	7	110	-3.7	10	10	-1	1	-14
17	COc1ccc(/C=C/C(=O)NNC(=O)C(C)Oc2ccccc2F)cc1OC (centres undefined)	94	1	82	/	/	/	0	/	4
18	CNS(=O)(=O)c1cccc(C(=O)Nc2cccc(Cl)c2)c1	97	3	92	-0.4	9	2	-3	-3	13
19	CCN(CC)S(=O)(=O)c1ccc(N=NC2=C(O)CCCC2=O)cc1	93	0	104	0.7	0	7	6	-1	20
20	O=C(CCC1CCCNC1)c1ccccc1 (centres undefined)	102	2	110	-2.4	3	1	5	6	-2
21	Cc1cc(C)c[n+](-c2nc3ccccc3nc2[N-]S(=O)(=O)c2ccc(Br)s2)c1	98	3	104	-10	62*	47*	16	-1	-48
22	CN(C)CCSc1nc(-c2ccccc2)nc2c1CCC2	109	0	109	0.7	1	13	4	2	2
23	c1ccc(-c2nnc(N3CCN(c4ccccc4)CC3)nc2-c2ccccc2)cc1	108	1	106	3.3	-8	-16	2	1	3
24	CC(=O)Nc1cc(C(=O)OC(C(=O)c2ccccc2)c2ccccc2)ccc1C (centres undefined)	99	3	96	-0.8	9	6	0	-1	-8
25	Cc1ccc(OCC(=O)NC2CCCC2)c(C)c1	97	0	96	-3.0	0	-1	-7	6	5
26	O=c1c2ccccc2ncn1CCCCOc1ccccc1F	85	0	85	1.5	1	3	5	-5	4
27	COc1cc(CNCc2ccccn2)ccc1OCc1ccc(Cl)cc1	106	0	112	-9.7	-1	-1	-4	3	16
28	CC(=O)c1cccc(NC(=O)CSc2nc(=O)n(CCCN3CCOCC3)c3c2CCC3)c1	107	0	87	-0.3	8	2	1	3	3
29	CC1NC2(C(=O)N(Cc3ccccc3)c3ccccc32)C2C(=O)N(c3ccccc3)C(=O)C12 (centres undefined)	93	2	91	-1.4	7	-6	-8	0	33
30	COc1cc(/C=N/NC(=O)C(=O)/C=C2\NC3(CCCC3)Cc3ccccc32)ccc1O	98	2	114	-0.9	3	7	1	-6	20
31	COc1cc(C#Cc2c(-c3cncn3C)n(C)c3ccc(-c4ccc(CN5CCOCC5)cc4)cc23)cc(OC)c1	106	0	107	/	/	/	-8	/	-12
32	CCn1c(C)nc2c1C(=O)c1ccccc1C2=O	92	5	101	-0.6	3	5	-3	10	-2
33	CCOC(=O)C(=NCC1CCCO1)NNc1cc(Cl)ccc1Cl (centres undefined)	94	0	111	-1.2	4	3	-7	4	3
34	O=C(NCCc1ccccc1)Oc1ccc(Cl)cc1	102	2	91	-2.6	6	1	0	-3	10
35	Cc1cc(NC(=O)c2cc(-c3ccccn3)nc3ccccc23)no1	99	4	96	-0.9	8	3	22	0	3
36	CC1(C)CCc2c([nH]c3ccccc3c2=O)O1	95	0	90	0.0	1	1	7	10	1
37	COC(=O)[C@@H](NCc1cccc(CN[C@H](C(=O)OC)C(C)C)c1)C(C)C	87	2	89	3.1	5	5	-2	-2	-8
38	CCc1ccc(N=C2NC(=O)/C(=C/c3ccc(OCC(=O)O)cc3)S2)cc1	96	0	100	-0.6	8	10	8	1	0
39	CCCCn1c(SCC(=O)NC2CCS(=O)(=O)C2)nc2ccccc2c1=O (centres undefined)	101	0	109	-3.7	-2	0	-3	4	6
40	Fc1ccccc1OCCCCN1CCCCC1	104	1	105	-1.7	3	7	2	1	14
41	CC(=O)c1ccc(N2CCN(S(=O)(=O)c3ccc4ccccc4c3)CC2)cc1	101	0	93	/	2	-6	3	/	0
42	Cc1ccc(N2C(=O)c3ccc(N)cc3C2=O)cc1C	92	0	101	-1.2	11	9	17	-1	-9
43	O=C(c1ccc(OC2CCN(CCc3ccccc3)CC2)cc1)N1CCCCC1CCCO (centres undefined)	101	1	/	0.9	0	0	-1	2	-14
44	COCCN(C(=O)COC(=O)/C=C/c1cccc(C(F)(F)F)c1)c1c(N)n(CC(C)C)c(=O)[nH]c1=O	98	0	94	/	/	/	-2	/	5
45	Cc1ccc([C@@H]2C3COCC=C3C(C#N)=C(N)C2(C#N)C#N)o1 (some centres undefined)	/	1	111	-22	96*	105*	78*	6	1
46	CC(C)NC(=O)c1sc2c(c1C(=O)Nc1cccnc1)CCCC2	109	0	102	0.7	5	-5	-2	0	19
47	CCCN(CCC)S(=O)(=O)c1ccc(C(=O)Nc2nnc(-c3cc(OC)cc(OC)c3)o2)cc1	104	1	97	0.9	1	4	9	-4	22
48	Cc1ccc(C)c(OCCC(=O)OCC(=O)NC2CC2)c1	98	0	95	3.6	5	4	1	-2	-1
49	N#C/C(=C\c1c[nH]c2ccccc12)C(=O)NCC1CCCO1 (centres undefined)	99	0	105	1.5	-18	-24	4	2	8
50	O=Cc1ccc(C(=O)O)cc1	99	0	101	/	4	1	0	/	8

2 entries picked at random from the list so far:
cpd	SMILES	AGP1 TOR yeast	GRK2 aptamer HTS	CIT2 TOR yeast	MEX-5 binding	Bcl-xL primary	MCL1 BIM primary	GLD-1 TGE inh	Fam108B counter	VLA-4 inh
35	Cc1cc(NC(=O)c2cc(-c3ccccn3)nc3ccccc23)no1	99	4	96	-0.9	8	3	22	0	3
27	COc1cc(CNCc2ccccn2)ccc1OCc1ccc(Cl)cc1	106	0	112	-9.7	-1	-1	-4	3	16

More results
cpd	SMILES	AGP1 TOR yeast	GRK2 aptamer HTS	CIT2 TOR yeast	MEX-5 binding	Bcl-xL primary	MCL1 BIM primary	GLD-1 TGE inh	Fam108B counter	VLA-4 inh
51	COc1ccccc1/C=C/C(=O)OCC(=O)Nc1c(F)cccc1F	105	5	111	-0.6	-1	-3	-7	2	12
52	COc1cc(C(C(=O)NC2CCCC2)N(CCO)C(=O)Cn2nnc(-c3ccc(C)o3)n2)ccc1O (centres undefined)	98	2	98	-2.3	7	-12	-1	0	-6
53	O=C(CC1CCCCC1)Nc1ccc(-c2ccc3nncn3n2)cc1	104	0	93	-0.9	4	7	-3	-3	-2
54	O=C(NC1CCCCC1)C(c1ccccc1)N(Cc1ccc2c(c1)OCO2)C(=O)c1cnsn1 (centres undefined)	103	0	107	-2.7	2	-2	8	5	0
55	Cc1cccnc1NC(=O)CSc1nnc(Cc2ccccc2)o1	110	0	114	3.1	3	5	-1	-2	-2
56	O=C(N/N=C/c1cccs1)c1ccc2nc[nH]c2c1	100	4	101	3.1	-1	-2	-7	-3	0
57	CCc1ccc[n+](-c2[nH]c(=O)sc2/C=N/N=C(\[O-])c2cccnc2)c1	96	0	102	-7.1	27	36	22	3	-2
58	COc1cc(C(=O)Sc2ccc(Cl)cc2)cc(OC)c1OC	105	2	96	2.2	6	10	3	2	-8
59	Cc1cccc(N=C2NC(=O)CS2)c1C	100	0	100	0.4	4	4	6	-2	6
60	CS(=O)(=O)c1ccc(Cl)c(NC(=O)Cc2ccccc2F)c1	90	0	94	-1.0	1	-2	5	-1	-2
61	O=C(NCc1ccco1)c1cc(-c2ccncc2)nc2ccccc12	100	2	98	-0.5	-5	-8	6	4	3
62	C=CCn1c(C)cc(C(=O)COC(=O)/C=C/c2c(C)nn(C3CCS(=O)(=O)C3)c2Cl)c1C (centres undefined)	104	1	92	2.2	6	4	7	2	-1
63	CN(N=Nc1cccc([N+](=O)[O-])c1)c1ccccc1	100	0	106	-1.7	1	4	-5	13	-8
64	CC(=O)Nc1ccc(/C(C)=N/Nc2nc(N3CCOCC3)nc(N3CCOCC3)n2)cc1	101	1	107	1.1	2	6	7	-5	-9
65	CS(=O)(=O)c1ccc(Cl)c(NC(=O)CNC(=O)c2ccc3c(c2)OCO3)c1	99	2	107	/	/	/	-3	/	16
66	Cc1ccc(OCC(=O)NNC(=O)c2cccnc2)cc1	97	1	/	-6.5	-1	1	-3	3	1
67	C#CCOCCOCCOCCNc1nc(N2CCN(C(=O)[C@H](CCC(=O)O)n3cc(C(N)Cc4ccc(O)cc4)nn3)CC2)nc(N2CCN(C(=O)[C@H](Cc3cc4ccccc4[nH]3)n3cc(C(N)[C@H](C)CC)nn3)CC2)n1 (some centres undefined)	88	0	79	1.0	0	-1	1	-2	9
68	CCc1ccc(-c2cc3c(=O)n(CC(=O)NCc4ccccc4F)ncn3n2)cc1	106	0	107	1.7	2	5	6	0	0
69	CCCCC(c1nnnn1C1CCCC1)N1CCN(C2CCCCC2)CC1 (centres undefined)	87	1	82	0.0	12	10	2	8	6
70	CCC(CCC(=O)Nc1cccc(C(=O)O)c1)C(=O)O (centres undefined)	101	4	100	-3.8	4	-2	7	1	14
71	O=C(O)CCCC(=O)Nc1ccc(Cl)cc1	90	0	/	1.0	0	-1	-8	5	9
72	O=C(Nc1cccc2cccnc12)C1CCCC1	100	1	112	0.5	0	-9	-4	-1	0

Bioassay records: PubChem BioAssay, several laboratories
